Vif inh: inhibitors of HIV Vif; HEK293T cells, Vif self-association by quenched fluorescence, imaging, 24 h; inhibition, % at 7.49 µM; 0.35% of 340,000 active; in the data active means inhibition above about 50%, passing the limit was not always enough; further: some results filed as inactive read as strong as hits
PDI turbidity: blocks human protein disulfide isomerase activity | PDI insulin aggregation turbidity, A650, 90 min | inhibition, % at 10 µM | 0.052% of 350,000 active | AID 588391;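 active means mean inhibition across replicates of 30% or more, whatever share of single replicates reach that level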;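 further: absorbance from insulin aggregation driven by PDI reduction with DTT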
Target sequence (P07237 whole entry, looked up): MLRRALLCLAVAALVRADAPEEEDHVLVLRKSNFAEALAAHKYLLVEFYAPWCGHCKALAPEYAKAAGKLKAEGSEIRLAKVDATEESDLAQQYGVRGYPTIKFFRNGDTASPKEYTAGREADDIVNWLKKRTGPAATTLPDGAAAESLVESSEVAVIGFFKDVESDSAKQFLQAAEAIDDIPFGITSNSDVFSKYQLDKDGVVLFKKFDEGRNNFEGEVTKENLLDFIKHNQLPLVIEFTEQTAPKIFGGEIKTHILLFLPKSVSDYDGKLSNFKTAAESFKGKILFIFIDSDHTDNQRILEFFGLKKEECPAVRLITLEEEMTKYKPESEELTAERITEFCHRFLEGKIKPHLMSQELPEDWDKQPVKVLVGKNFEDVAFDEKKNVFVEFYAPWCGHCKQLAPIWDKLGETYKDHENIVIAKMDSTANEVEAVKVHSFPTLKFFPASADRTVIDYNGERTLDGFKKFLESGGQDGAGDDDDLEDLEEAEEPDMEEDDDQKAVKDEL
HIF-2a block: HIF-2a inhibition. 786-0 RCC cells HIF-2a reporter, luciferase luminescence, overnight. inhibition, % at 18.8 µM. 0.72% of 360,000 active;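 active means inhibition of the luminescence signal of 40% or more relative to plate controls, in a single-dose primary screen at 18.75 µM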
NR2E3 ag-1: activates human NR2E3 receptor | 0.35% of 360,000 active | inhibition of corepressor binding, % at 3.98 µM | AID 602229 | CHO-S Gal4-NCOR/VP16-NR2E3 two-hybrid, luciferase;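 active means inhibition above the mean of all tested compounds plus 3 SD, cut at about 70% in these data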;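 further: 0% = DMSO with NR2E3 transfected cells and 100% = cells lacking NR2E3 construct; higher means lower luciferase signal from less NR2E3 corepressor binding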
Target sequence (Q9Y5X4 whole entry, looked up, the tested form may be a part): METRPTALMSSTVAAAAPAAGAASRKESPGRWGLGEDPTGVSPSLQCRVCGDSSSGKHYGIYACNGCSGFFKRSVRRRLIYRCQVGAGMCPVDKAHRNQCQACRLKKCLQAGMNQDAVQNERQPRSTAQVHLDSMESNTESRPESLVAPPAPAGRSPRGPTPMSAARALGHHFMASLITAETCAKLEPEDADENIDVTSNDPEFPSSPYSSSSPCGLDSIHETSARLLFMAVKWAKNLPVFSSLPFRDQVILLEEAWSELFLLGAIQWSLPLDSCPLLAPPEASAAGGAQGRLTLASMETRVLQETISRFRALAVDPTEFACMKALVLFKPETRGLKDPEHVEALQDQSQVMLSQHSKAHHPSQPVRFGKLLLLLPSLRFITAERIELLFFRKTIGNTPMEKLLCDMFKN
aDG glyco act: alpha-DG glycosylation activation. Pro5-aDG cells, alpha-DG glycosylation AlphaScreen (IIH6); 0% Pro5, 100% B10-LARGE cell signal. activation, % at 10 µM. 0.22% of 360,000 active. AID 624168;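 active means activation of at least 8% versus controls, or a plate z-score of at least 8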;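 further: Pro5 are CHO cells carrying HIG-tagged alpha-DG that lacks glycosylation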
CaV13 ICDI inh: Primary screen for inhibitors of IQ motif and Ca2+-dependent inactivation inhibitor domain binding in CACNA1D, Förster resonance energy transfer in living cells, … | HEK cells, CFP/YFP FRET ICDI-IQ, plate reader, 10 min; percent FRET-ratio fall versus neutral wells | inhibition, % at 12.3 µM | 0.098% of 340,000 active | AID 743397;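 active means mean replicate inhibition of at least 30% and at least 1% of replicates passing that level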;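 further: 0% = median of the neutral control wells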
iPSC survival up: enhancers of human iPSC single-cell survival; hiPSC single-cell survival, ATPlite luminescence; 100% = ROCK inhibitor wells, 0% = DMSO; survival enhancement, % at 20 µM; 0.044% of 360,000 active; AID 602274; in the data active means survival enhancement above about 18%;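 further: cells exposed to compounds for 16 hours before the ATP read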
Exocytosis inh: lytic granule exocytosis inhibition; inhibition, % at 10 µM; TALL-104 LAMP-1 surface exposure, flow cytometry; cells stimulated with thapsigargin and PMA; 0.66% of 360,000 active;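 active means inhibition above about 55%, limit read from the data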
MITF TRPM1 inh: inhibitors of MITF-driven TRPM1 promoter in melanoma cells | inhibition, % at 12.5 µM | 0.83% of 330,000 active | SK-MEL-5 TRPM1 promoter luciferase, 24 h;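 active means mean inhibition across replicates of 60% or more, whatever share of single replicates reaches that level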; further: values of inactives mirror those of a sister screen read the other way
NR2E3 ag-2: agonists of human nuclear receptor NR2E3; Q9Y5X4; GST-NR2E3/biotin-RetCOR TR-FRET, 1536-well; inhibition of corepressor binding, % at 4.78 µM; 0.12% of 320,000 active; AID 2300;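 active means percent inhibition above the cutoff of mean plus 3 SD of all tested compounds, set per screening campaign, cut at about 20% in these data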;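 further: 0% = DMSO wells and 100% = biotin wells as full block of FRET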
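System: GST-NR2E3 and biotin-RetCOR proteins; probe or stimulus: 7 nM biotin-RetCOR; doses: compound at 4.8 µM, single dose; schedule: Compound–protein incubation for 5 h at 4 °C; detection: time-resolved FRET; read-out: percent inhibition; controls: biotin wells as high control, 0.6% DMSO wells as low control; format: 1536-well plates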
Peg3 promoter: Peg3 promoter activity inhibition; inhibition, % at 20 µM; HeLa PEG-Prom luciferase reporter, luminescence, overnight; 1.7% of 360,000 active;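 active means inhibition of at least 50% at 20 µM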
An asterisk follows results filed as active; nt = no result given.

Start of the data: the first 3 entries, to show the layout:
SMILES	Vif inh	PDI turbidity	HIF-2a block	NR2E3 ag-1	aDG glyco act	CaV13 ICDI inh	iPSC survival up	Exocytosis inh	MITF TRPM1 inh	NR2E3 ag-2	Peg3 promoter
O=C(NC(=S)Nc1ccc(CN2CCOCC2)cc1)c1ccccc1[N+](=O)[O-]	-3	6	-3	-8	0.7	-1	-0.5	1	-7	-4	-14
Cc1cccc(C)c1NC(=O)CNC(=O)c1c(C)nn(-c2ccccc2)c1C	8	-7	1	7	-0.3	-7	-0.2	-1	-1	-1	5
CCc1ccc2cc3c(cc2n1)C(=O)c1ccccc1-3	-10	nt	-219	-116	0.2	-8	-1.7	1	nt	nt	-321

Main list, from the start:
SMILES	Vif inh	PDI turbidity	HIF-2a block	NR2E3 ag-1	aDG glyco act	CaV13 ICDI inh	iPSC survival up	Exocytosis inh	MITF TRPM1 inh	NR2E3 ag-2	Peg3 promoter
O=C(NC(=S)Nc1ccc(CN2CCOCC2)cc1)c1ccccc1[N+](=O)[O-]	-3	6	-3	-8	0.7	-1	-0.5	1	-7	-4	-14
Cc1cccc(C)c1NC(=O)CNC(=O)c1c(C)nn(-c2ccccc2)c1C	8	-7	1	7	-0.3	-7	-0.2	-1	-1	-1	5
CCc1ccc2cc3c(cc2n1)C(=O)c1ccccc1-3	-10	nt	-219	-116	0.2	-8	-1.7	1	nt	nt	-321
CCCN1CCN(C(=S)Nc2ccc3nc(N4CCN(CC)CC4)cc(C)c3c2)CC1	3	1	-1	-11	0.3	-1	-0.6	32	-21	6	19
CN(C)c1ccc(CNCc2cccnc2)cc1	-6	-4	8	6	0.1	-5	-0.5	2	nt	-1	0
Cc1cc(C)cc(N(CC(=O)NCc2ccco2)C(=O)CCC(=O)Nc2nccs2)c1	-2	0	14	6	1.4	-4	-0.4	2	11	-1	1
CCOc1cc(CNCc2cccnc2)ccc1OCC(=O)NC(C)(C)C	9	1	11	3	0.1	-21	-1.0	0	-6	2	22
Fc1ccccc1OCCCn1ccnc1	-7	-2	2	17	-0.1	-19	0.5	0	3	-4	1
COc1ccc(NC(=O)CSc2nc3[nH]c(=O)[nH]c(=O)c3s2)cc1OC	-5	-4	-3	-13	-0.1	-4	0.6	6	3	0	7
CC1CC(C)CN(C(=O)COC(=O)c2ccc3ncsc3c2)C1 (stereo unspecified)	1	11	-21	-4	2.3	-2	0.1	0	-2	3	-1
COc1cc(CN(C)Cc2cccc3ccccc23)cc([N+](=O)[O-])c1O	-3	13	14	-20	0.0	-2	0.8	2	-1	-2	9
O=C(CN1C(=O)c2cccc([N+](=O)[O-])c2C1=O)OCC(=O)N1CCCCC1	1	-3	-48	-15	0.4	-5	-0.5	1	-6	3	-5
O=C(NCC(=O)N(c1ccccc1)C(C(=O)NC1CCCC1)c1ccncc1)c1cccs1 (stereo unspecified)	0	-10	12	-11	0.1	-4	-0.5	-8	-3	2	-4
Cc1[nH]c2ccccc2c1CCN(Cc1cccnc1)C(=S)NC(C)(C)C	-3	2	13	-6	0.0	-18	0.1	-7	7	3	17
O=C(NCCc1c[nH]c2ccccc12)c1[nH]c(C(F)(F)F)nc1-c1ccccc1	-1	nt	24	23	-0.1	-4	-1.1	8	nt	nt	19
CC(C)NC(=S)n1cc(C(=O)c2cc(Cl)cc(Cl)c2O)cn1	2	0	15	-33	0.1	-5	-0.4	10	18	4	9
CNCc1ccc(OCc2ccccc2)c(OC)c1	1	-6	-15	-17	-0.1	-4	-1.8	2	-22	0	-51
Cc1ccc2[nH]c(=O)c(-c3noc(CC(C)C)n3)cc2c1	nt	6	-28	-1	0.0	-5	-0.9	-4	-24	4	-16
COc1ccc(S(=O)(=O)N2CCC3CC2c2cc(-c4ccc5c(c4)OCO5)ccc23)cc1 (stereo unspecified)	-3	nt	12	-16	-0.1	-5	-0.9	-1	nt	nt	-2
COc1ccc(C2=CN(Cc3ccccc3)CCC2=O)cc1	nt	1	-40	-14	0.3	-11	0.8	-10	-40	nt	-66
COCCn1cc(C(=O)c2ccccc2OCC(=O)Nc2cc(C)on2)cc(C#N)c1=O	-1	-7	7	-18	0.0	nt	7.0	3	5	3	15
CCOC(=O)C(Cc1ccccc1)NC(=O)CCC(=O)c1ccc(OC)cc1 (stereo unspecified)	-5	-7	7	-23	0.0	-5	-0.2	-1	-1	2	1
CCC(=O)NC1(C(F)(F)F)C(=O)Nc2c1c(=O)n(C)c(=O)n2C (stereo unspecified)	-4	-4	-6	-4	-0.2	-4	1.3	2	0	-1	24
COc1cc(OC)cc(C(=O)N[C@H](C(=O)OCC(=O)N2CCc3ccccc32)C(C)C)c1	6	5	0	-11	0.2	-1	4.2	-1	20	3	-7
N#Cc1nc(COc2ccccc2)oc1N1CCCC1	nt	9	-29	-21	-0.3	nt	1.7	-5	-1	-1	-23
C/C(=N/NC(=O)c1cccs1)c1ccco1	1	-2	-132	-108	-0.2	-12	-1.2	-2	-33	0	-123
O=C(/C=C/c1ccc(F)cc1)NC(=S)N1CCN(Cc2ccccc2)CC1	-16	10	-13	4	0.0	-5	-0.5	-1	2	0	-8
Brc1ccccc1OCCCN1CCOCC1	1	-8	-108	-15	-0.4	-5	4.3	0	-41	5	-65
O=C(N/N=C/c1ccc(OCC(=O)N2CCCCC2)cc1)c1ccccc1O	-4	-5	-30	12	-0.2	-6	2.0	-6	2	-2	-2
CC1=C(C(=O)OC(C)C)C(c2ccc(N(C)C)cc2)C2=C(CC(C)(C)CC2=O)N1 (stereo unspecified)	-4	-1	5	-40	-0.4	-5	-2.4	1	3	1	-2
C/C(CC(=O)Nc1cc(C)ccn1)=N\NC(=O)c1ccncc1	9	2	-25	-18	-0.1	-3	-0.6	-15	1	2	8
CN(Cc1nccs1)C(=O)c1ccc(OC2CCN(CCc3ccccc3)CC2)cc1	-19	-2	7	0	0.4	-5	0.5	-5	10	1	13
CC(=O)Oc1ccc(C(=O)Nc2ccc(C3(C#N)CCCC3)cc2)cc1	-10	-3	-182	-68	0.0	0	-0.9	-4	-67	1	-207
CCOC(=O)c1sc(NC(=S)NC(=O)c2ccc(OC)cc2)nc1C	-10	-4	-20	-31	-0.1	-3	-0.3	-5	1	-3	-47
CCC(=O)Nc1nnc(-c2ccccn2)o1	2	-4	-2	2	-0.2	-13	0.8	-10	-4	4	7
COc1ccc(C(C)(C)C)cc1NC(=O)CSc1ncn[nH]1	0	-4	6	-12	-0.2	-7	0.5	0	2	nt	-14
Cn1c(CC(=O)Nc2ccccc2Cl)nnc1SCC(=O)Nc1nncs1	7	5	3	-23	0.2	-4	-0.2	4	-5	-2	-17
CCCN=C1N(C)C[C@@H]2[C@@H]3C(=O)N(Cc4ccccc4)C(=O)[C@@H]3[C@](CC)(C(=O)OC)N12	0	14	1	-21	0.1	-5	1.0	1	1	nt	-9
CCCCNC(=O)CCC(=O)NNc1nc2ccccc2c2nc(-c3ccccc3)nn12	2	-5	-11	-7	0.1	-5	4.0	-1	12	-5	-16
C=CCNc1nc(C(=O)OCC(=O)Nc2cccc(SC)c2)cs1	0	0	-11	4	-0.5	-4	-0.6	-4	-3	nt	3
COc1ccc(OC)c(S(=O)(=O)Nc2c(C)cccc2C)c1	46	-10	16	16	0.2	10	-0.4	0	12	4	8
Cc1ccc(NC(=O)CCC(=O)NNC(=O)COc2cccc3ccccc23)c(C)c1	-14	4	2	-7	-0.2	-10	2.3	-1	14	-5	12
Cc1nnc(NNS(=O)(=O)c2ccc(Cl)cc2)[nH]c1=O	7	1	8	18	0.0	1	-0.1	-2	-5	-2	0
CCNC(=O)c1cc2c(c(-c3cccc(-c4cccc(C(=O)N(C)C)c4)c3)n1)[C@H](CCO)N(S(=O)C(C)(C)C)C2 (stereo partly specified)	nt	nt	12	-12	-0.2	-4	1.4	-3	nt	nt	14
CCCC(=O)N1CCN(c2ccc(NC(=O)c3ccc(OCC)c([N+](=O)[O-])c3)cc2)CC1	-17	4	20	-2	0.0	nt	0.6	-4	10	-2	8
CCOC(=O)c1c(NC(=O)CSC(=S)N2CCOCC2)sc(C)c1C	-1	-22	21	-7	0.0	-3	-1.2	2	-11	-3	2
COc1ccc(C(=O)C2CCCN(Cc3cccn3-c3cccnc3)C2)cc1OC (stereo unspecified)	-9	-4	16	-7	1.1	-3	10	-12	-3	0	20
Cc1cccc2c1nc(-c1ccccc1)n1cnnc21	4	-5	-12	-5	0.6	-6	-1.0	-1	-1	2	3
COc1ccc(/C=N\NC(=O)C2=NNC(=O)C2C)cc1 (stereo unspecified)	-2	13	-115	-89	-0.1	-2	-2.6	-2	-28	-1	-64
N#Cc1cn(CCOC(=O)c2cccc(C(F)(F)F)c2)c(=O)[nH]c1=O	6	-5	7	-2	-0.4	-4	-0.4	-2	1	3	3
COc1ccc(C=C2SC(=S)N(CCCC(=O)Nc3ccc(C(=O)O)c(O)c3)C2=O)cc1OC	nt	-4	17	-11	-0.3	-11	-1.2	-1	nt	nt	5
OCC1OC(n2nc3ccccc3n2)C(O)C(O)C1O (stereo unspecified)	10	-4	9	-37	-0.4	nt	2.9	0	-3	2	-4
CCc1cc2ccc(C)cc2nc1SCC(=O)c1ccc(NC(C)=O)cc1	6	-2	-136	-14	0.2	-7	-0.6	1	5	-1	-9
COc1cccc(/C=N/NC(=O)C(=O)NCc2cccnc2)c1OC	3	-3	10	-9	-0.1	-1	-0.3	-4	-1	-1	11
COc1ccc(/C=N/OC(=O)Nc2ccccc2)cc1[N+](=O)[O-]	3	-2	-164	-54	-0.4	6	2.6	-2	-40	-3	-147
CC(C)CC(=O)N1CCN(C(=O)c2ccco2)CC1	1	1	15	-7	0.0	-1	1.7	1	-7	-6	4
CCC(C)(C)NC(=O)CN(C(=O)CCC(=O)Nc1nccs1)c1cccc(C)c1	-4	-1	15	-34	0.0	11	-0.2	-7	5	-4	30
Cc1cc(-n2c(C)cc(C(=O)COc3ccc4ccc(=O)oc4c3)c2C)no1	3	-1	-26	-27	1.0	-4	5.6	1	-3	-1	13
COc1cccc(NC(=O)CSc2ccc3nnc(-c4ccccn4)n3n2)c1	-4	-5	19	-11	0.1	2	-0.2	-1	-1	3	4
O=C(Nc1ccc(-c2nc3ccccc3o2)cc1)c1ccc(N2C(=O)C3C4C=CC(C4)C3C2=O)cc1 (stereo unspecified)	8	-8	-87	-6	-0.2	-5	-2.4	20	12	-9	-20

More entries.
SMILES	Vif inh	PDI turbidity	HIF-2a block	NR2E3 ag-1	aDG glyco act	CaV13 ICDI inh	iPSC survival up	Exocytosis inh	MITF TRPM1 inh	NR2E3 ag-2	Peg3 promoter
COc1ccc2c(c1)c(/C=N/Nc1ccc(C(=O)O)cc1)c(C)n2C	-1	7	-42	-22	0.1	-15	0.2	0	-10	-2	-49
COc1ccc(-n2nnc3c(SCC(=O)c4ccccc4)ncnc32)cc1	4	-10	-33	-9	-0.3	-6	-2.1	-9	-18	5	-18
CNC(=O)/C(C#N)=C/c1cc(C)n(-c2ccc(N3CCOCC3)cc2)c1C	-2	6	-3	8	0.6	-4	0.2	0	0	-1	-17
O=c1c(-c2nc3ccccc3s2)cccn1Cc1ccccc1	-28	1	-291	-106	1.0	-4	-2.9	-1	-88	-4	-355

Screening results (PubChem BioAssay)
